APJ agonist: agonists of human apelin receptor APJ, primary screen, CHO-K1 cells, PathHunter beta-arrestin, luminescence. 0% DMSO wells, 100% apelin. activation, % at 20 µM. 0.11% of 330,000 active. AID 2520, 2010;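 active = activation more than six SD over the plate average, tested at 20 µM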;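 also: 0% = DMSO alone and 100% = apelin-13 at 10 nM; some results filed as inactive read as strong as hits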
Target sequence (P35414 whole entry, looked up): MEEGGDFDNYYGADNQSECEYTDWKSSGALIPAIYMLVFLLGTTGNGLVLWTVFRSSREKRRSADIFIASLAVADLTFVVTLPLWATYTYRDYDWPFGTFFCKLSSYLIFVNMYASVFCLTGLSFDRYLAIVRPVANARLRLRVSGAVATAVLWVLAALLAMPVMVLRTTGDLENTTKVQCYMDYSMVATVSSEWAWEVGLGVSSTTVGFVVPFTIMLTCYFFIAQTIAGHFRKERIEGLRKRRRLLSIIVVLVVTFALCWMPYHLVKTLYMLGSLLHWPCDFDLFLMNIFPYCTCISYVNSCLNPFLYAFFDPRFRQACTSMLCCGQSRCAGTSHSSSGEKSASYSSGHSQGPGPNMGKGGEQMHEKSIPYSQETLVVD
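system = engineered CHO-K1 APJ arrestin reporter cells | input = 1000 cells per well | timing = overnight seeding, 90 min compound at 25 °C, 1 h detection | measured by = enzyme-fragment complementation luminescence | read-out = beta-arrestin recruitment to APJ as agonist activity, luminescent signal | control set = negative DMSO alone, positive Apelin-13 at 10 nM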
CHOP UPR activ: activators of apoptotic CHOP UPR arm, primary screen, cell-based, CHO-CHOP luciferase reporter, luminescence, uHTS | activation, % at 10 µM | 0.34% of 330,000 active | UPR activation; percent of tunicamycin response over DMSO baseline;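 active = at 10 µM dose, activation of 40% or more, normalized to positive control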;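 also: 100% = tunicamycin at 10 µg/mL and 0% = DMSO alone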
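measured by = luciferase luminescence | assay system = CHO-CHOP cells, stable luciferase reporter of PERK-eIF2a-CHOP signalling | amount = 500 reporter cells seeded per well | timing = 6 h compound exposure at 37 °C after overnight seeding | controls = positive tunicamycin 10 µg/mL, negative DMSO alone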
Mdm2-MdmX inh: inhibitors of human Mdm2-MdmX association, primary screen, cell-based, luminescence, split luciferase, SaOS-2, uHTS; Protein Mdm4 (Homo sapiens) + E3 ubiquitin-protein ligase Mdm2 (Homo sapiens), …; SaOS-2 split-luciferase Mdm2/MdmX complementation; inhibition, % at 8 µM; 3% of 330,000 active; AID 485346, 2010;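 active = inhibition of at least 50% at 8 µM in the primary screen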
APJ antagonist: antagonists of human apelin receptor APJ, primary screen, CHO-K1 cells, beta-arrestin complementation, luminescence; inhibition, % at 20 µM; 0.32% of 330,000 active; P35414; AID 2521, 2010;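 active = inhibition above about 40% at 20 µM, limit read from the data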;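 also: cells challenged with 10 nM apelin-13 agonist together with compound; plate controls were apelin-13 plus DMSO wells for no effect and DMSO wells lacking apelin-13 for full effect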
Jurkat NFkB inh: inhibitors of induced NF-kB luciferase reporter, primary screen, TCR NF-kB activation inhibitor project, cell-based, luminescence, uHTS. Jurkat, PMA/ionomycin-induced NF-kB luciferase reporter. inhibition, % at 4 µM. 0.53% of 330,000 active; in the data active = inhibition above about 50%
XBP1 UPR activ: activators of adaptive XBP1 UPR arm, primary screen, cell-based, CHO-XBP1 luciferase reporter, luminescence, uHTS; IRE1-XBP1 UPR activation; percent of tunicamycin response, DMSO as zero; activation, % at 20 µM; 0.33% of 330,000 active; AID 463104, 2010;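 active = versus positive control, 20 µM dose yields 30% or more activation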;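 also: 100% = tunicamycin at 10 µg/mL and 0% = DMSO only wells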
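Material – CHO cell line with stable XBP1 luciferase reporter · Buffer or medium – F12 plus 10% FBS · Compound – single point, 20 µM final compound, 1% DMSO · Schedule – 16-18 h cell attachment at 37 °C, then 6 h compound exposure · Signal – Steady-Glo luminescence read · Benchmarks – high control tunicamycin 10 µg/mL final, low control DMSO vehicle only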
tim23-1 inh: growth inhibitors of tim23-1 mutant yeast, primary screen, luminescence, uHTS | inhibition, % at 20 µM | S. cerevisiae tim23-1 growth, BacTiter-Glo luminescence, 24 h | 1.3% of 330,000 active;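 active = growth inhibition of the mutant yeast at or above 50%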;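 also: temperature-sensitive mutant grown at 25 °C; plate controls were DMSO-treated mutant yeast for no effect and medium wells lacking yeast for full effect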
697 NFkB inh: inhibitors of PMA/ionomycin-induced NF-kB reporter, 697 cells, primary screen, B-cell NF-kB inhibitor project, cell-based, luminescence, uHTS | 697 B-cell NF-kB luciferase reporter, 16 h | inhibition, % at 4 µM | 0.33% of 330,000 active | AID 435022, 2010; in the data active = inhibition above about 35%
The depositor's hits bear a star.

molecule	APJ agonist	CHOP UPR activ	Mdm2-MdmX inh	APJ antagonist	Jurkat NFkB inh	XBP1 UPR activ	tim23-1 inh	697 NFkB inh
O=C(CCN1CCN(CCO)CC1)Nc1ccc(F)c(F)c1	5	1.3	-6	-10	-12	-1	7	13
C/C(=N\NC(=S)NCc1ccccc1)c1ccc(Cl)s1	1	-0.8	-1	21	-7	2	5	-8
CN(CC(=O)Nc1c(Cl)cccc1Cl)C(=O)C1CC(=O)N(Cc2ccccc2)C1 (stereo not drawn)	-3	0.0	17	4	-5	0	-2	0
CCNC(=O)C(Cc1ccccc1)NC(=O)OCc1ccccc1 (stereo not drawn)	-3	0.7	-25	2	-10	0	12	7
CCC(=Nc1ccc(N)cc1)C1=C(O)C(C(=O)OC)C(C)(C)CC1=O (stereo not drawn)	1	-0.6	-9	-18	4	-3	4	-5
COc1ccc(-c2noc(N3CCC(C(=O)Nc4cccc(OC)c4)CC3)n2)cc1	-1	0.2	22	10	20	-2	15	42*
CCc1cccc(C)c1NC(=S)NCC(c1cccnc1)N1CCOCC1 (stereo not drawn)	-1	-1.4	-11	1	-10	-4	-6	-15
O=C(N/C(=C/c1ccco1)C(=O)N1CCOCC1)c1cccs1	-4	2.1	-10	-7	-1	4	9	-6
O=[N+]([O-])c1cccc(-c2noc(COc3ccccc3)n2)c1	2	-0.1	-6	-21	-24	0	9	-4
CCC[C@H]1COCCS(=O)(=O)N1Cc1ccc(Br)cc1	4	1.3	21	14	3	1	37	-20
CCOC(=O)c1c(C)[nH]c(C(=O)COC(=O)c2cnc(C)cn2)c1C	1	-1.8	-3	14	1	-1	25	-4
Nc1nc(SCC(=O)NCCc2ccccc2)[nH]c(=O)c1-c1ccccc1	-2	-0.1	32	-22	2	-3	5	10
CCNc1ccc(P(=O)(c2ccccc2)c2ccccc2)cc1	-3	-0.5	10	4	-2	-4	11	7
O=C(NC1(Cc2ccc(O)cc2)CCCCC1)c1ccccc1	0	1.0	1	15	7	-2	29	21
COc1ccccc1NC(=O)C1CCCN1C(=O)NC1CCCCC1 (stereo not drawn)	0	0.0	-9	4	-5	-3	12	0
CCO[C@@H]1OC(C(=O)NC2CC2)=C[C@H](c2ccccc2)[C@H]1CCCO	4	-0.2	16	16	-8	1	13	8
Cc1ccc(-c2ccc(/C=N\n3cnnc3)o2)c(Br)c1	-2	0.5	19	-2	-2	-3	40	8
CCn1nc(C(=O)Nc2nc(-c3ccccn3)cs2)c2ccccc2c1=O	3	10	42	-10	7	10	29	27
CCOC(=O)N1CCN(Cc2nc(Cc3cccc(C(F)(F)F)c3)no2)CC1	-1	-2.9	23	4	4	-3	26	7
CCOc1ccc(C(=O)Nc2ccc(S(=O)(=O)N3C[C@@H]4C[C@@H](C3)c3cccc(=O)n3C4)cc2)cc1	0	1.7	24	7	-6	-3	6	22
CC(C)N1CCc2c(sc(NC(=S)NC(=O)c3ccccc3)c2C#N)C1	-7	3.2	28	20	-62	4	7	-72
Cn1c(N)c(C(=O)COC(=O)CCC2CCCCC2)c(=O)n(C)c1=O	-3	2.7	8	-1	-7	4	22	8
O=C(NCCN1C(=O)S/C(=C/c2cccnc2)C1=O)c1cccs1	-1	3.5	-1	-2	6	-2	43	9
O=C(Cn1ccc(=O)[nH]c1=O)NCCO	0	0.1	4	39	-2	-2	9	25
CN(C)c1ccc(N=Cc2cccn2C)cc1	3	5.2	10	-31	-91	-8	12	-207

An excerpt from further up, as a working copy:
molecule	APJ agonist	CHOP UPR activ	Mdm2-MdmX inh	APJ antagonist	Jurkat NFkB inh	XBP1 UPR activ	tim23-1 inh	697 NFkB inh
O=C(CCN1CCN(CCO)CC1)Nc1ccc(F)c(F)c1	5	1.3	-6	-10	-12	-1	7	13
C/C(=N\NC(=S)NCc1ccccc1)c1ccc(Cl)s1	1	-0.8	-1	21	-7	2	5	-8
CN(CC(=O)Nc1c(Cl)cccc1Cl)C(=O)C1CC(=O)N(Cc2ccccc2)C1 (stereo not drawn)	-3	0.0	17	4	-5	0	-2	0
CCNC(=O)C(Cc1ccccc1)NC(=O)OCc1ccccc1 (stereo not drawn)	-3	0.7	-25	2	-10	0	12	7

The listing continues:
molecule	APJ agonist	CHOP UPR activ	Mdm2-MdmX inh	APJ antagonist	Jurkat NFkB inh	XBP1 UPR activ	tim23-1 inh	697 NFkB inh
CCc1c(O)cc(=O)n(-c2ccccc2)c1-c1ccccc1	1	2.9	-10	-7	15	-2	24	-19
Cc1ccc(-c2cc(C(F)F)n3ncc(C(=O)N4CCN(c5ccccn5)CC4)c3n2)cc1	-2	3.2	21	-31	31	5	27	22
O=C(Nc1ccc2oc(-c3cccnc3)nc2c1)c1ccc(Br)o1	5	0.1	11	-13	-17	14	-22	-39
COc1ccccc1NC(=O)CSc1nc2ccccc2c(=O)n1CC1CCCO1 (stereo not drawn)	-2	0.6	25	24	17	-1	21	4
CSc1cccc(N2C(=O)C3CCCN3C2=S)c1 (stereo not drawn)	-3	1.2	-9	-5	17	-3	-2	-4
Cc1ccc2cc(CN(CC(C)C)C(=O)C3CCCO3)c(=O)[nH]c2c1 (stereo not drawn)	-3	-0.4	6	-1	-3	1	17	12
O=C(NCC(c1ccco1)N1CCc2ccccc21)c1cccc([N+](=O)[O-])c1 (stereo not drawn)	-4	0.6	2	-48	4	-3	22	2
COc1ccccc1N1CCN(C(=O)c2ccc3c(c2)CCN3S(C)(=O)=O)CC1	-7	0.6	14	-46	11	0	9	4
Nc1c(-c2ccccc2)nc(Cl)nc1-c1ccccc1	-5	2.3	24	3	7	3	11	9
O=C(N/N=C/c1cccs1)c1cccnc1	0	0.8	27	-10	9	1	13	4
O=C(O)C1C2C=CC3(O2)C1C(=O)N1c2ccccc2C2OCCC2C13 (stereo not drawn)	1	0.4	6	-3	0	-6	-1	11
O=C(CSc1nc(-c2ccco2)cc(C(F)(F)F)n1)Nc1ccc(C(=O)N2CCCCC2)cc1	-4	2.5	27	9	20	-2	30	-22
CC(=O)Nc1ccc(NC(=O)C2CCCN(S(=O)(=O)c3ccc(-n4cnnn4)cc3)C2)cc1 (stereo not drawn)	2	0.7	21	9	18	1	-12	23
Cc1noc(C)c1COc1ccc(C(=O)OCC(=O)NCc2ccccc2Cl)cc1	6	2.2	2	1	39	-1	23	-38
O=C(CN1C(=O)NC2(CCCC2)C1=O)N1CCN(S(=O)(=O)c2ccccc2Br)CC1	7	1.9	11	-5	2	-6	-7	-15
CCOC(=O)/C(C#N)=C/Nc1cc(F)ccc1C	-8	0.2	18	21	10	2	14	20
Cc1ccc(CNC(=S)Nc2cc(C)ccc2OC(F)F)cc1	-3	0.0	0	2	7	2	4	14
COc1cccc(N/C(SCc2ccccc2C)=C(/C#N)C(=O)NCc2cccs2)c1	-3	3.7	14	-18	-28	0	14	14
COc1cc(OC)cc(C(=O)N[C@H](C(=O)Nc2nc3ccc(S(C)(=O)=O)cc3s2)C(C)C)c1	-3	2.2	14	4	4	-3	11	10
Cc1ccc(C=Nc2ccc(N(C)C)cc2)o1	1	3.8	16	-58	-122	2	12	-90
Cc1cc(NS(=O)(=O)c2ccc(NC(=O)C(C)Oc3cccc(C)c3C)cc2)nc(C)n1 (stereo not drawn)	-1	-0.2	0	15	10	-8	-1	3
CCOC(=O)C1(C(F)(F)F)N=C(c2ccccc2F)OC(N(C)C)=N1 (stereo not drawn)	0	1.8	15	-17	10	-1	16	-10
CCCN(C(=O)c1cc(S(=O)(=O)N(C)c2ccc(OCC)cc2)ccc1C)C1CCS(=O)(=O)C1 (stereo not drawn)	-3	0.0	8	15	1	-1	0	13
Cc1ccc2ccccc2c1NC(=O)c1ccco1	-1	-1.2	-3	-1	-9	-2	11	7
COc1ccc(S(=O)(=O)NC(C)C(=O)NCc2ccc3c(c2)OCO3)cc1OC (stereo not drawn)	-5	0.1	-10	-1	-2	-3	10	-2

Entries of single compounds from above. Values in the order: APJ agonist, CHOP UPR activ, Mdm2-MdmX inh, APJ antagonist, Jurkat NFkB inh, XBP1 UPR activ, tim23-1 inh, 697 NFkB inh
O=C(CCN1CCN(CCO)CC1)Nc1ccc(F)c(F)c1 is listed as 5, 1.3, -6, -10, -12, -1, 7, 13
CCOC(=O)C1(C(F)(F)F)N=C(c2ccccc2F)OC(N(C)C)=N1 (stereo not drawn) is listed as 0, 1.8, 15, -17, 10, -1, 16, -10

Next entries
molecule	APJ agonist	CHOP UPR activ	Mdm2-MdmX inh	APJ antagonist	Jurkat NFkB inh	XBP1 UPR activ	tim23-1 inh	697 NFkB inh
COc1cc(CC(=O)OCC(=O)c2c[nH]c3ccccc23)cc(OC)c1OC	-2	-0.8	15	6	47	0	8	2
Cc1cccc(CCN(CC(=O)NC(C)(C)C)C(=O)c2csnn2)c1	-2	0.8	-1	-1	-6	-1	-5	9
O=C(CCCOc1ccccc1)N1CCN(c2ccccc2)CC1	-5	4.5	-72	16	-66	-1	20	-61
Cc1ccc(S(=O)(=O)NCc2cccnc2)cc1C(=O)N1CCCC1	-2	1.9	16	1	26	0	-2	4
CCN(CC)C(=O)CSc1nc2ccccc2o1	0	2.4	-2	26	-41	6	2	-8
CC(C)CN(CCNC(=O)CN1N=C(c2ccc(Cl)cc2)CCC1=O)CC(C)C	-3	1.2	22	-18	18	-4	-1	-23
CC(C)(C)c1cc(N2CCOCC2)n2ncc(-c3ccc(Cl)cc3)c2n1	-2	2.7	28	5	-16	-2	23	-11
Cc1c(Cl)cccc1NC(=S)N1CCN(c2ncccn2)CC1	-3	-2.1	11	10	16	0	-9	12
O=C(NNC(=O)c1ccccc1F)c1ccc(-c2ccc(Cl)cc2)o1	-5	3.5	11	-5	-1	1	12	-14
COc1ccc(OC)c(NC(=O)CCC(=O)Nc2nnc(C(C)C)s2)c1	2	1.7	-4	9	1	-6	-2	-3
Cc1ccccc1OCC(O)Cn1c(NCc2ccco2)nc2c1c(=O)[nH]c(=O)n2C (stereo not drawn)	-1	-1.0	8	-3	-10	4	-5	-3
COC(=O)c1ccc(-c2c(-c3ccccc3)ncc3cc(F)ccc23)cc1	-1	2.8	1	15	-37	-1	12	-1
O=[N+]([O-])c1ccc(Oc2ccc(Oc3ccc(C(F)(F)F)cn3)cc2)nc1	-1	0.6	15	13	27	-4	47	-4
CCOC(=O)c1cnc2nc(C)[nH]n2c1=O	1	-3.8	14	-8	-5	-2	-4	16
CC(C)(C)c1ccc(C(=O)NCCC(=O)N2CCC3(CC2)NCCc2[nH]cnc23)cc1	-2	0.0	19	11	-12	-2	4	7
COCc1nnc(NS(=O)(=O)c2ccc(F)cc2)s1	0	0.0	-12	2	5	-6	-2	-2
COc1ccc(CC2S/C(=N/N=C/c3ccc(O)cc3)NC2=O)cc1 (stereo not drawn)	0	4.9	-9	16	-29	2	-21	-46
COC(=O)c1ccc(NC(=O)C2CCCCC2C(=O)O)cc1 (stereo not drawn)	-4	0.9	-25	0	8	-1	3	2
c1ccc(-c2nn[nH]n2)nc1	-1	0.4	17	14	-6	-2	-2	2
Cc1ccc2nc3n(c(=O)c2c1)CCCCC3	-1	0.5	2	10	-2	-1	-2	-2
